DSG3 Ab inh = inhibitors of pemphigus antibody binding to human desmoglein-3 | P32926 | DSG3-coupled beads, scFv-anti-DSG3-GFP binding, flow cytometry; stronger effect = lower value | 0.48% of 310,000 active | binding (percent of control), % at 10 µM;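 active means binding more than 3 SD below its plate's average and above zero; inconclusive means below that plate limit but binding exactly zero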;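 further: hits lower antibody fragment binding to DSG3; some compounds called inactive have numbers as strong as hits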
PKA-R1A act = PKA-R1A complex activation. P00514+P68181. PKA-R1A dissociation, Cy5-IP20 fluorescence polarization; scaled: DMSO 0%, 113 µM cGMP 100%. activation, % at 11.4 µM. 0.083% of 340,000 active;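 active means percent activation above the mean of all tested compounds plus 3 SD, cut at about 19% in these data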;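 further: higher means more PKAc released from R1A so a rise in polarization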
SR-BI DiI-HDL act = activators of SR-BI mediated HDL lipid uptake; CHO ldlA[mSR-BI] cells, DiI-HDL uptake fluorescence, 3 h; 100 = double the neutral-control signal; activation, % at 12.5 µM; 0.096% of 320,000 active;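 active means mean replicate activation of at least 60% and every replicate at or above 60%; inconclusive means mean or all-replicate condition met, but not both; inactive means mean below 60% and not all replicates reaching 60%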;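 further: 0% = median plate neutral-control signal and 100% = twice that signal; values of inactives mirror those of a sister screen read the other way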
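material = CHO ldlA[mSR-BI] cells | medium = Ham's F12 with 0.5% BSA, HEPES 25 mM, pH 7.4 | reagent = fluorescent DiI-HDL, 10 µg/mL final | compound dosing = single-point compound dose | incubation = 3 h, 37 °C | measured by = bottom-read fluorescence, 550/595 nm | measure = HDL uptake via cellular fluorescence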
PKA-R2B act = activates the human PKA-R2B holoenzyme complex; 0.079% of 340,000 active; PKA-R2B holoenzyme dissociation, Cy5-IP20 fluorescence polarization; R2B truncated from residue 108, S112A mutant; 0% DMSO only, 100% 113 µM cGMP; P22694+P31323; AID 504700; activation, % at 11.4 µM;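 active means activation above a cutoff set at the mean over all compounds plus 3 SD, cut at about 18% in these data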;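 further: higher means more holoenzyme dissociation and a rise in polarization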
MITF TRPM1 HTS = increases MITF-driven TRPM1 promoter luciferase signal; SK-MEL-5 TRPM1-promoter luciferase, 24 h; % of positive control, neutral wells = 0; AID 588334; activation, % at 12.5 µM; 0.75% of 300,000 active;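 active means mean activation of at least 80% with every replicate also reaching 80%; inconclusive means mean reaches 80% but some replicate falls short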;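 further: 0% = neutral control wells and 100% = parthenolide positive control wells; values of inactives mirror those of a sister screen read the other way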
Arrestin-AP2 inh = inhibitors of human beta-arrestin and AP2 interaction; FITC-arrestin peptide / GST-AP2 beads, flow cytometry; AP2 beta2 appendage carries R879A mutation; inhibition, % at 10 µM; 0.31% of 340,000 active;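 active means inhibition above a set limit, near 3 SD of compounds lacking own fluorescence, cut at about 54% in these data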;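 further: plate controls were DMSO wells for no effect and 5 µM unlabelled arrestin peptide for full effect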
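Material – GST-tagged AP2 beta2-adaptin appendage (R879A) on 4 µm glutathione beads · Probe or stimulus – fluorescein-tagged arrestin peptide at 50 nM final · Timing – 12 min plus 1 h, RT · Detection – bead flow cytometry, FITC channel · Read-out basis – inhibition as reduced fluorescein signal on beads, percent · Medium – PBS plus Tween 20 (0.05%) and BSA (0.1%)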
Mot1-301 SUMO = blocks SUMOylation pathway, rescuing yeast Mot1-301 growth; growth rescue, % at 18.8 µM; S. cerevisiae Mot1-301 growth rescue, ATP luminescence, 38.5C; percent above DMSO median, 100 means doubled; 1% of 320,000 active; AID 2716;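 active means every valid replicate shows activation above 250% relative to neutral control wells; inactive means the rest, any valid replicate at or below 250%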;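 further: OY570 slx delta 5 strain wells were the positive control but not used for scaling; some compounds called inactive have numbers as strong as hits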
SR-BI HDL uptake = blocks mouse SR-BI lipid uptake from DiI-HDL; ldlA[mSR-BI] CHO cells, DiI-HDL uptake fluorescence, 3 h; inhibition, % at 12.5 µM; 0.96% of 320,000 active; Q61009; AID 488896;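 active means mean replicate inhibition of at least 70% and a set share of replicates each scoring 70 or more; inconclusive means meets just one of the two criteria; inactive means fails both criteria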;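 further: 0% = median of neutral control wells and 100% = median of positive control wells; values of inactives mirror those of a sister screen read the other way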
dFosB activator = activators of mouse delta FosB homodimer; activation, % at 25 µM; P13346; purified delta FosB, TAMRA-CDK5 oligo fluorescence polarization; percent of positive-control signal above neutral wells; 0.99% of 340,000 active; AID 493131;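 active means mean activation above about 17%, with every replicate also reaching it, limit read from the data, passing the limit was not always enough; inconclusive means only one of the two conditions met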;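 further: fluorescence polarization rise as delta FosB binds a TAMRA Cdk5 AP-1 oligo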
CDK5 p35 inh = inhibitors of human CDK5/p35 kinase | Q00535+Q15078 | Recombinant CDK5/p35, ADP-Glo luminescence, 60 min | inhibition, % at 10 µM | 0.01% of 330,000 active;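 active means highest replicate inhibition of at least 50% and at least 75% of replicates reaching 50%; inconclusive means only one of the two criteria met; inactive means both criteria failed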;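 further: plate controls were DMSO neutral control for no effect and GW8510 at 10 µM for full effect; many of its hits are not listed in these tables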
NSD2 inh = inhibitors of human histone methyltransferase NSD2; inhibition, % at 12.5 µM; NSD2 peptide methylation, AlphaScreen, 120 min; O96028; 0.54% of 310,000 active; in the data active means inhibition above about 50%
Target sequence (O96028 whole entry, looked up): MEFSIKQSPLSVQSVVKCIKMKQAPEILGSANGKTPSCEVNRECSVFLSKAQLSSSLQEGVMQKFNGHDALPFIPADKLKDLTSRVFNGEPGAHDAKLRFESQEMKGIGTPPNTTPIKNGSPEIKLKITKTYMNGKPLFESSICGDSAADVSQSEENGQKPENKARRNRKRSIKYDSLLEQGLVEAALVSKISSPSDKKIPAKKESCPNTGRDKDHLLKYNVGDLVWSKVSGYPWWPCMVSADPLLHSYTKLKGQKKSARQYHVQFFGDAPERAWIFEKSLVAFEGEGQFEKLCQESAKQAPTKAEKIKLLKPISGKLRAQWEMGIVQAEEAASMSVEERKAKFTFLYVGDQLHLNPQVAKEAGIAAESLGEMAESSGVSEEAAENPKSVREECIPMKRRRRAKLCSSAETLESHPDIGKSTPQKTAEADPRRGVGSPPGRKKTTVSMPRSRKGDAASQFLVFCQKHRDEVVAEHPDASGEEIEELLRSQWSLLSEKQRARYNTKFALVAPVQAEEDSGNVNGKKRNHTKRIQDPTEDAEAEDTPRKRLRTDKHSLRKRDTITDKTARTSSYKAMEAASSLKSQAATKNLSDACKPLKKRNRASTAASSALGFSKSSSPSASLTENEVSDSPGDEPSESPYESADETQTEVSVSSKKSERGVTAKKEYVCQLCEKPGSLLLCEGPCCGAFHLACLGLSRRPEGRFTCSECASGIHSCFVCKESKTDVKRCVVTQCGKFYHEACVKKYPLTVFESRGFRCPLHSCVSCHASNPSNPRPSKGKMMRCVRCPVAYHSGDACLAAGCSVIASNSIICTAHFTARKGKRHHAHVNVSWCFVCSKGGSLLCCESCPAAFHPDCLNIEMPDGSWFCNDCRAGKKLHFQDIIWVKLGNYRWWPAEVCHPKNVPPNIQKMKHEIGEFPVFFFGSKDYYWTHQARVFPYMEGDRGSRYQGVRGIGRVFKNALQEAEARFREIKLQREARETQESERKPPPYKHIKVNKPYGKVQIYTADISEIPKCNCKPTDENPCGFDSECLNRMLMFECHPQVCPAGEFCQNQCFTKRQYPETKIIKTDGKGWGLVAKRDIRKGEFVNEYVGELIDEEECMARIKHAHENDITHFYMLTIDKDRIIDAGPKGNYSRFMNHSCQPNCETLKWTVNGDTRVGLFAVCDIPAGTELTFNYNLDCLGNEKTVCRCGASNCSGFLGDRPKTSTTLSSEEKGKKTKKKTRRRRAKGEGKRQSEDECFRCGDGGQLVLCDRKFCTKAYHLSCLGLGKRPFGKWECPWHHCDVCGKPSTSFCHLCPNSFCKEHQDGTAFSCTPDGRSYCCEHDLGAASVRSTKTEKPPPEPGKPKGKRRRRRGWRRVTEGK
The depositor's hits bear a star; ? = inconclusive; / = not tested or not shown; + = active, no number. Compounds as they come (roughly 4.7% active in at least one column).

SMILES	DSG3 Ab inh	PKA-R1A act	SR-BI DiI-HDL act	PKA-R2B act	MITF TRPM1 HTS	Arrestin-AP2 inh	Mot1-301 SUMO	SR-BI HDL uptake	dFosB activator	CDK5 p35 inh	NSD2 inh
COc1ccc(CN2C(=O)CN=C2Nc2ccc(C)cc2C)cc1	101	2	15	7	5	24	640	-15	-1	1.3	0
CCOC(=O)Nc1nnc(-c2cccc(OC)c2)s1	104	-7	-6	-6	28	6	7	6	-10	0.0	0
Cc1ccccc1-c1n[nH]c(=S)n1/N=C/c1c(C)nn(-c2ccccc2)c1C	107	3	-7	-3	21	-29	-6	7	8	0.1	3
S=c1[nH]nc(-c2ccc3ncccc3c2)n1-c1ccc2c(c1)OCCO2	125	5	9	-1	4	-10	-3	-9	-1	3.3	1
CC1Nc2ncnc(N3CCN(c4ccccn4)CC3)c2N(Cc2ccccc2)C1=O (configuration not stated)	107	3	18	-2	6	-7	-11	-18	-10	0.5	/
CC(Sc1nnc(C(C)N(C)C)n1-c1ccc(Cl)cc1)C(=O)Nc1ccc2c(c1)OCO2 (configuration not stated)	103	4	-23	4	/	-4	10	23	-11	0.7	1
NS(=O)(=O)c1ccc(CCNC(=O)CSc2cccs2)cc1	122	-10	16	9	11	19	-24	-16	-2	-0.1	-1
COc1ccc(C(=O)NN(C)c2nc(-c3ccccc3)cc(C)c2S(C)(=O)=O)cc1	101	-9	-23	-7	-10	-6	3	23	-1	1.6	0
NC(=O)c1c(NC(=O)C2COc3ccccc3O2)sc2c1CCN(Cc1ccccc1)C2 (configuration not stated)	99	-5	-48	1	9	-15	6	48	5	-2.1	-3
CC(C)CNC(=O)C(=O)NCC1OCCCN1S(=O)(=O)c1ccc2c(c1)OCCO2 (configuration not stated)	/	5	3	6	-9	4	-8	-3	-1	0.3	-1
Cc1ccsc1C(=O)NCCc1ccc(S(N)(=O)=O)cc1	108	-8	-3	9	5	-4	765*	3	-9	-1.5	-9
O=C(/C=C/c1ccc([N+](=O)[O-])cc1)NCc1ccc2c(c1)OCO2	105	-12	1	1	-4	-5	14	-1	5	1.8	-6
COC(=O)c1ccc(NS(=O)(=O)NC(=O)c2c[nH]c3ccccc23)cc1	101	-6	21	6	-3	-16	-9	-21	-6	/	-4
O=C(Cc1c[nH]c2ccccc12)NCc1ccc(Cl)cc1	84	5	-5	5	9	6	-6	5	-9	0.4	1
C=CCNc1ncnc2ccc(Br)cc12	101	-2	36	1	/	9	1	-36	-5	2.1	1
C/C(CC(=O)Nc1ccc([N+](=O)[O-])cc1)=N\NC(=O)c1ccccc1[N+](=O)[O-]	111	0	9	-10	0	2	-21	-9	-6	-1.1	1
CN(C)c1ccc(C=c2c3ccccc3n3c2cc(-c2ccc(Cl)cc2)[n+]3C)cc1	/	10	3	4	-97	-4	/	-3	50*	2.9	/
CCc1cccc(CC)c1-n1c(SCC(=O)c2c(N)n(C)c(=O)n(C)c2=O)nnc1-c1cccnc1	100	-6	23	1	15	0	30	-23	-1	0.7	-4
COC(=O)c1c(N)sc(C(C)=O)c1C	103	4	25	3	/	7	-1	-25	-3	0.9	/
Cc1ccccc1NC(=O)CSc1nnc(NC(=O)c2ccco2)s1	112	7	14	6	9	25	5	-14	39*	-0.2	1
CCc1ccc2c(c1)c1nnc(NN)nc1n2CC	116	-5	-64	-16	3	-5	12	64	-4	-1.6	0
Cc1ccccc1Oc1ccc(S(=O)(=O)NCCC(=O)O)cc1	89	-3	7	2	-4	9	-10	-7	-1	0.7	0
C[C@@]12C(=O)Nc3cc(F)ccc3C(=O)N1[C@H]1c3ccccc3OC[C@@H]1[C@@H]2c1ccccc1	103	-5	23	4	0	-3	+	-23	-4	2.1	/
O=C(NCCN1CCCC1=O)Nc1ccccc1	81	-14	7	-14	0	-3	/	-7	6	-0.6	-4
COCCNC(=S)N/N=C(\C)c1ccc(Cl)s1	98	-4	/	5	-7	-3	-13	/	-6	-4.2	0
COc1ccccc1NC(=O)CSc1ncc(CO)n1Cc1ccc(F)cc1	/	7	4	7	-4	18	-5	-4	-7	0.0	1
CCC(C)NC(=O)C1CCN(C(=O)COc2ccc3c4c(c(=O)oc3c2C)CCCC4)CC1 (configuration not stated)	100	-9	-12	11	13	-2	302	12	-11	0.6	2
COc1ccc(C(=O)NCCS(=O)(=O)N2CCC3(CC2)OCCO3)cc1	122	5	11	4	3	50	-4	-11	-4	0.1	-2
CCc1ccc(NC(=O)COc2ccc(Br)cn2)cc1	106	-5	5	-12	8	16	7	-5	?	2.5	/
CC1CCCN(C(=O)C(C)Sc2nc(-c3ccccc3)cc(C(F)(F)F)n2)C1 (configuration not stated)	107	-3	-67	3	-5	-3	-8	67	-5	0.1	0
CCC(O)CNC(=O)NC(=C(Cl)Cl)c1ccc(C)c(F)c1 (configuration not stated)	83	-6	-13	-7	-41	13	5	13	0	-0.2	-2
Cc1cc2cc(CCNC(=O)CCCc3ccccc3)c(=O)[nH]c2cc1C	102	-7	20	-4	-3	-5	-14	-20	-7	1.4	-8
CCCCNC(=O)C1(NC(=O)Nc2ccccc2)CCCCC1	105	-5	-23	8	3	-13	11	23	-6	0.8	-3
Cn1cccc1C(=S)N=P(C1CCCCC1)(N1CCOCC1)N1CCOCC1	83	-9	19	4	10	32	61	-19	-16	0.5	3
COc1ccc(N2CC(NS(=O)(=O)c3cccs3)CC2=O)cc1OC (configuration not stated)	93	-2	32	-4	0	12	-13	-32	-2	0.6	0
Oc1ccc(Oc2ccc3c(C(F)(F)F)cc(C(F)(F)F)nc3n2)cc1	/	-5	-72	-12	-54	-1	1	?	-5	1.4	0
COc1cc(C(=O)Nc2ccc(NC(=O)c3ccco3)nc2)cc(OC)c1OC	91	-2	-72	-7	-2	19	112	72*	-14	-1.8	-1
CC1=NN(c2ccc(C)cc2C)C(=O)C1C(c1ccccc1)C1C(=O)N(c2ccc(C)cc2C)N=C1C (configuration not stated)	106	-6	2	3	-3	-3	1	-2	4	2.9	/
COC(=O)[C@]1(C)CCC[C@@]2(C)C3CC[C@]4(OC(C)=O)C[C@@]3(CCC21)CC4=O (some centres not stated)	96	8	12	7	3	6	215	-12	-3	3.0	/
CN(C)C(=O)Cn1c(SCC(=O)NCc2ccc3c(c2)OCO3)nc2ccccc21	117	0	17	-5	/	5	-1	-17	-2	1.4	1
C=C(C)n1c(=O)n(Cc2ccccc2C)c2ccccc21	108	1	-19	-9	8	7	-5	20	1	1.1	-3
O=C(CN1CCN(c2ccccn2)CC1)NC1CCCC1	/	3	22	-4	/	-9	9	-22	3	-1.5	2
CCOc1ccc(C(=O)Nc2c3c(nn2-c2ccccc2)CS(=O)(=O)C3)cc1	/	-2	-33	-1	0	-2	9	33	-9	-1.1	/
COC(=O)c1ccc(C(=O)OC)c(NC(=S)N2CCN(c3ccccc3)CC2)c1	93	-3	-60	-1	-8	13	20	60	-2	8.2	4
CC(=O)Nc1ccc(S(=O)(=O)N(Cc2ccco2)Cc2cc3ccccc3[nH]c2=O)cc1	99	4	-12	-8	-1	21	-7	12	-11	1.1	-9
CCCCN1C(=O)C(CC(=O)NCC)SC1=Nc1ccccc1 (configuration not stated)	/	-13	3	-5	-7	1	-6	-3	-10	1.9	-1
CC(C#N)(NC(=O)CN1CCN(S(=O)(=O)c2cc(C(F)(F)F)ccc2Cl)CC1)C1CC1 (configuration not stated)	102	3	16	-7	-1	12	/	-16	-7	0.2	-1
COc1ccc(-c2noc(-c3cccnc3)n2)cc1OC	104	-5	2	3	56	-14	-9	-2	-14	-0.7	-4
COc1cccc(CNC(=O)C2CCN(S(=O)(=O)c3ccc4c(c3)CC(C)N4C(C)=O)CC2)c1 (configuration not stated)	/	-8	8	3	2	8	105	-8	-4	-1.3	-3
CCOc1ccc(S(=O)(=O)N2CCN(C(=O)c3sccc3C)CC2)cc1	107	-8	9	-13	-7	-4	60	-9	-9	-0.8	-5
New compounds follow
SMILES	DSG3 Ab inh	PKA-R1A act	SR-BI DiI-HDL act	PKA-R2B act	MITF TRPM1 HTS	Arrestin-AP2 inh	Mot1-301 SUMO	SR-BI HDL uptake	dFosB activator	CDK5 p35 inh	NSD2 inh
COc1ccccc1N1CCN(C(c2ccc(F)cc2)c2nnnn2C(C)C)CC1 (configuration not stated)	/	-2	-17	0	10	-3	/	17	-3	2.7	0
COc1ccc(NC(=O)/C(C#N)=C/c2ccc(-c3ccccc3C(=O)O)o2)cc1	99	0	1	1	/	2	26	-1	13	0.1	3
Nc1n[nH]c(C(F)(F)F)c1-c1ccccc1	88	-15	51	-6	11	-6	22	-51	-1	-1.1	0
CCOc1ccc(N(CC(=O)NCc2ccc(OC)cc2)S(C)(=O)=O)cc1	99	-6	27	-3	50	20	-19	-27	-10	1.2	0
CCOC(=O)c1cnc2c(C)cc(Cl)cc2c1NCCCN1CCOCC1	102	-8	-1	11	5	-2	6	1	-8	0.5	0
CCNC(=O)NCc1c(C)c(C)n(Cc2ccccc2)c1-n1cccc1	101	11	4	9	3	-14	-38	-4	-9	1.3	-2
C[C@@H]1CC=C[C@H]2[C@H]1C(=O)N(Cc1ccccc1)[C@H]2c1ccc(C(F)(F)F)cc1	98	-6	-23	-9	10	-8	31	23	-3	2.3	/
Cc1nnc(N/N=C/c2ccc(Br)cc2)n1N	97	-4	-4	5	11	-8	121	4	9	-0.1	-2
O=[N+]([O-])c1cccc(COc2ccccc2CN2CCCC2)c1	104	-3	-19	3	5	0	/	19	-3	0.2	/
O=C(Nc1nsc(-c2ccccc2)n1)c1cccs1	100	-6	2	-3	37	-12	2	-2	-10	0.9	3
CN=C1NC(C)(C)C2CCC(C)(CC2)S1	98	3	6	-16	-2	32	/	-6	-1	-0.2	-1

Bioassay records deposited in PubChem BioAssay by several laboratories.
